High-throughput results: PubChem BioAssay, several laboratories
E coli WT exp = growth inhibitors of wild-type E. coli, primary screen, strain BW25113, expanded library, OD600; OD600 absorbance; growth inhibition, % at 100 µM; 98,000 compounds, 0.15% hits; AID 710, 2007;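 active = growth inhibition above about 50% at one test dose, limit read from the data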;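 note: growth measured after 20 h incubation at 37 °C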
sEH inhibitor = soluble epoxide hydrolase inhibitors, primary screen, biochemical, human sEH | Bifunctional epoxide hydrolase 2 (Homo sapiens), P34913 | recombinant human sEH enzymatic activity assay | inhibition, % at 2 µM | 91,000 compounds, 0.34% hits; in the data active = inhibition above about 80%; note: values of inactives mirror those of a sister screen read the other way; many of its hits are not listed in these tables
Target sequence (P34913 whole entry, looked up): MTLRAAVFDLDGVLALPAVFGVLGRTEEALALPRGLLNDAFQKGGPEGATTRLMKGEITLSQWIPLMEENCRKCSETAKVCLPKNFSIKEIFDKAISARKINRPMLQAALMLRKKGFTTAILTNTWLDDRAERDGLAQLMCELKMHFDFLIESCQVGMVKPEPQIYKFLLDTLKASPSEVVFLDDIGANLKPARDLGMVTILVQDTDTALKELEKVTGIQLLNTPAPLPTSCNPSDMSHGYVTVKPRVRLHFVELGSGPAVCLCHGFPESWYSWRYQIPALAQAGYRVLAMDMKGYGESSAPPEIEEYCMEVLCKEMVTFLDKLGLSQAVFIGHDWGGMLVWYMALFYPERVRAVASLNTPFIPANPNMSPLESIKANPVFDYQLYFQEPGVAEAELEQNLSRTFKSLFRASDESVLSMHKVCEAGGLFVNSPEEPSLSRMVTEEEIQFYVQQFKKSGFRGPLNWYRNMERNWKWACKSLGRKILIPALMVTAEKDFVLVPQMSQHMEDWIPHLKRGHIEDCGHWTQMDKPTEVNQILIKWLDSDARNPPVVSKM
S1P2 ag = S1P2 receptor agonists, primary screen, cell-based; activation, % at 4.5 µM; S1P2-expressing cell line, agonist reporter read-out; Sphingosine 1-phosphate receptor 2 (Homo sapiens), O95136; 97,000 compounds, 0.46% hits; in the data active = activation above about 16%;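 note: 0% = vehicle low control and 100% = maximal reference agonist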
sEH activator = soluble epoxide hydrolase activators, primary screen, biochemical, human sEH; Bifunctional epoxide hydrolase 2 (Homo sapiens), P34913; purified human sEH enzymatic activity, activator screen; activation, % at 2 µM; 91,000 compounds, 0.04% hits; AID 717, 2007; in the data active = activation above about 37%; note: values of inactives mirror those of a sister screen read the other way
PostGolgi yeast = phenotypic screen on post-Golgi transport, primary screen; post-Golgi transport phenotypic cell assay; inhibition, % at 10 µM; 98,000 compounds, 0.9% hits; AID 739, 2007;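 note: yeast cells grown in 1536-well plates; yeast grown about 18 h at 30C before absorbance read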
S1P2 antag = human S1P2 receptor antagonists, primary screen, cell-based. inhibition, % at 5 µM. cell-based S1P2 antagonist assay, inhibition at 5 uM. AID 736, 2007. 97,000 compounds, 0.21% hits; in the data active = inhibition above about 45%;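 note: CRE beta-lactamase reporter cells expressing human S1P2 stimulated with S1P; 0% = agonist at EC80 alone and 100% = agonist plus reference antagonist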
PLAP act = PLAP enzyme activators, biochemical, luminescence, HTS. purified PLAP enzyme, luminescent substrate read-out; stronger effect = higher value. 96,000 compounds, 1.2% hits. activation fold at 20 µM. Alkaline phosphatase, placental type (Homo sapiens), P05187; in the data active = activation fold above about 2
Target sequence (P05187 whole entry, looked up): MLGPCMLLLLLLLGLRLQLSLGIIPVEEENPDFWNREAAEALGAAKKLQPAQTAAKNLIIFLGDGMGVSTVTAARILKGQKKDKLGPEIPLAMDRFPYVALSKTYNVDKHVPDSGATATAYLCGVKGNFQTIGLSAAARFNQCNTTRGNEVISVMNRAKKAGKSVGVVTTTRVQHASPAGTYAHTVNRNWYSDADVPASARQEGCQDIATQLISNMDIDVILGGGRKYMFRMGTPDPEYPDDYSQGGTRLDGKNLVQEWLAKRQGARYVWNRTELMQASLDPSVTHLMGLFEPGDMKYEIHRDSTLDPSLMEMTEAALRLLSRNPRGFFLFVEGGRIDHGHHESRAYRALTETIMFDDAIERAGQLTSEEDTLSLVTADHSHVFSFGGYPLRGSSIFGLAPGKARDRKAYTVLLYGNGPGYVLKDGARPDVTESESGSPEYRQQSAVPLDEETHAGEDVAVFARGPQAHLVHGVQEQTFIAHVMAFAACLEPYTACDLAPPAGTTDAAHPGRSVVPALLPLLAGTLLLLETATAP
PostGolgi ctrl = growth inhibition of yeast control strain, primary screen, counter-screen for post-Golgi transport modulator project. AID 738, 2007. efflux-deficient yeast background strain, growth absorbance A615, 16 h. inhibition, % at 10 µM. 98,000 compounds, 5% hits
CD11b adhes inh = inhibitors of CD11b/CD18 adhesion to fibrinogen, primary screen, K562 cells, luminescence; Integrin beta-2 (Homo sapiens) + Integrin alpha-M (Homo sapiens), P05107+P11215; ATPlite luminescence; Mn2+ added to activate the integrin; inhibition, % at 10 µM; 93,000 compounds, 0.54% hits;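 active = primary inhibition of 50% or more at 10 µM, then 40% or more on retest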; note: some results filed as inactive read as strong as hits
The depositor's hits bear a star; x = not tested or not shown. Cut-off read from the data, not from the text of the source, unless noted: active = inhibition above about 30%; inactive = the rest. Rows are unselected (roughly 7.1% active in at least one column).

SMILES	E coli WT exp	sEH inhibitor	S1P2 ag	sEH activator	PostGolgi yeast	S1P2 antag	PLAP act	PostGolgi ctrl	CD11b adhes inh
Cc1ccc(O)c(C2=Nc3ccccc3N=C(c3ccco3)C2)c1	4	12	-5	-15	-4	6	0.9	7	19
COc1ccccc1-c1ccc(=O)n(CC(=O)Nc2ccc(C(=O)N3CCCC3)cc2)n1	3	6	-2	-5	-1	5	1.4	0	-8
CCc1nnc(NC(=O)C2CCCN2S(=O)(=O)c2ccc(F)cc2)s1 (stereo not drawn)	6	x	-5	x	0	11	1	-8	-6
Fc1ccc(CN2CCCCCCC2)c(F)c1	-3	x	x	x	-4	x	0.8	7	-15
O=C(O)CCC(=O)c1c[nH]c2ccccc12	-1	4	-2	-4	-6	-2	0.9	6	x
Cc1cc(=O)oc(C)c1C(=O)N1CCCc2ccccc21	12	6	-4	-3	0	8	1	1	x
CCOC(=O)C1CCN(c2ncnc3c2cnn3-c2ccccc2)CC1	-8	-3	0	2	-7	2	1	9	36
CN1CCN(C(=O)C2(NC(=O)Nc3ccccc3Cl)CCCCC2)CC1	x	13	-7	-9	x	10	x	x	x
COc1ccc(-c2nnc(SCC(=O)NC(C)c3ccccc3)o2)cc1OC (stereo not drawn)	-7	-2	-2	-1	15	-27	1.1	2	-8
Cc1ccsc1C=Nc1c(C)n(C)n(-c2ccccc2)c1=O	-1	10	-2	-9	-3	-4	1.2	8	8
CC(=O)c1ccc(OCC(=O)NC2CCS(=O)(=O)C2)cc1 (stereo not drawn)	1	-2	-14	1	-4	23	1	4	23
CC1(C)CC(=O)C2=C(C1)OC(N)=C(C#N)C2c1ccc(OC(=O)N2CCOCC2)cc1 (stereo not drawn)	-18	x	-5	x	-5	-4	1.3	6	-1
CC1(C)Cc2c(c(-c3ccccc3)[nH]c(=O)c2C#N)CO1	1	-7	-7	6	-7	-9	1	5	-1
Cc1ccc(S(=O)(=O)N(Cc2cc3cc4c(cc3[nH]c2=O)OCCO4)CC2CCCO2)cc1 (stereo not drawn)	-7	12	-8	-12	-10	-5	1.3	-13	-4
CCn1c(=O)n(CC)c2cc(S(=O)(=O)NCCOc3ccccc3)c(C)cc21	-11	-1	-7	2	-4	-11	0.9	-4	0
O=C(CSc1nncn1-c1ccccc1)Nc1cc(Cl)cc(Cl)c1	-16	22	-2	-22	-1	-7	1.1	6	-2
Cc1c(N2C(=O)SC(CC(=O)O)C2=O)c(=O)n(-c2ccccc2)n1C (stereo not drawn)	-2	4	0	-1	1	13	1.2	-1	-7
N#Cc1cc(-c2ccccc2)oc1NC(=O)c1ccco1	5	6	-5	-4	-5	-2	1.2	4	14
CSc1ccc(Cl)c(C(=O)OCC(=O)NCC(C)C)c1	1	-20	-7	19	4	-9	1.1	4	-4
c1ccn2cc(CSc3nnc4ccccn34)nc2c1	-2	-1	-5	4	9	-6	0.9	6	-13
Cc1nc2nc(-c3ccc(Cl)cc3)nn2c(C)c1Cl	6	12	-2	-12	2	1	1	7	-7
O=C(O)COc1ccc(C(=O)Cc2ccc3c(c2)OCCCO3)c(O)c1	1	18	-4	-20	0	16	1.1	3	1
O=C(Oc1ccc2c(c1)OCO2)c1ccncc1	2	12	-12	-9	7	5	0.9	3	-10
O=C(c1ccc(Cl)cc1)C1CCN(C(=O)C2CC2)CC1	4	-5	-8	4	23	8	1.2	19	x
Cc1sc2ncn(C(C)C(=O)OC3CCCCC3)c(=O)c2c1C (stereo not drawn)	3	1	-1	0	1	-16	1.4	24	3
Cc1nnc(NC(=O)CCCOc2ccccc2)s1	3	-2	-4	4	-14	-20	1	1	-5
Cc1cc(C(=O)CSc2nc3ccc(Cl)cc3[nH]2)c(C)n1CC1CCCO1 (stereo not drawn)	-8	-13	-7	7	1	41	1.9	10	83*
Cc1ccc(O)c(C(=O)c2cnc3c(c2)COc2ccc(C)cc2-3)c1	x	6	-5	-4	x	-5	x	x	x
CCOC(=O)Nc1ccc2c(c1)N(C(=O)CCN1CCOCC1)c1ccccc1S2=O (stereo not drawn)	-4	4	-10	-4	-5	29	0.9	13	-2
Cc1nc2cc(NC(=O)NCc3ccco3)ccc2n1C	2	5	-3	-6	-7	18	0.9	-1	7
CCCN(Cc1cc2cc(OC)ccc2[nH]c1=O)C(=O)c1ccncc1	7	x	-9	x	-2	0	1.2	6	6
Brc1nnc2n1-c1ccccc1Sc1ccccc1-2	x	2	-2	-2	x	-24	x	x	x
O=C(Nc1ccc2c(c1)OCCO2)NC1CCCCC1	2	89*	-4	-89	10	1	0.8	21	-5
CCc1ccccc1OCc1nnc(N)s1	1	x	x	x	8	x	1	5	-6
C=CCNc1ncnc2c1[nH]c1ccc(C)cc12	82*	-4	-8	3	27	19	0.9	18	33
CCCCn1ccnc1C(=O)c1cc(S(=O)(=O)N2CCOCC2)ccc1C	2	5	-3	-4	5	25	1.5	13	2
COC(=O)C1ON2OC(C(=O)OC)C(C(=O)OC)C2C1CC(C)=O (stereo not drawn)	1	-8	-2	8	1	21	1	-1	-2
Cc1nn(-c2ccc(F)cc2)c2sc(C(=O)O)cc12	-11	8	0	-8	1	-4	x	2	x
O=C(CCS(=O)(=O)c1cccc2nsnc12)NCc1ccccc1	-1	-3	-5	1	-2	17	x	-7	x
CCOC(=O)c1ccc(Oc2nc(SC)nc(N(C)C)n2)cc1	-12	6	-3	-10	0	-3	1	17	-18

Looked up above:
Reading for COc1ccc(-c2nnc(SCC(=O)NC(C)c3ccccc3)o2)cc1OC (stereo not drawn) in sEH activator: -1
Reading for Cc1nc2nc(-c3ccc(Cl)cc3)nn2c(C)c1Cl in sEH activator: -12

Entries above shown as hits in CD11b adhes inh.
smiles	sEH inhibitor	S1P2 ag	sEH activator	PostGolgi yeast	S1P2 antag	PLAP act	CD11b adhes inh
Cc1cc(C(=O)CSc2nc3ccc(Cl)cc3[nH]2)c(C)n1CC1CCCO1 (stereo not drawn)	-13	-7	7	1	41	1.9	83*

Looked up one by one from the entries so far, 5 records:
SMILES	E coli WT exp	sEH inhibitor	S1P2 ag	sEH activator	PostGolgi yeast	S1P2 antag	PLAP act	PostGolgi ctrl	CD11b adhes inh
C=CCNc1ncnc2c1[nH]c1ccc(C)cc12	82*	-4	-8	3	27	19	0.9	18	33
CCCCn1ccnc1C(=O)c1cc(S(=O)(=O)N2CCOCC2)ccc1C	2	5	-3	-4	5	25	1.5	13	2
O=C(Nc1ccc2c(c1)OCCO2)NC1CCCCC1	2	89*	-4	-89	10	1	0.8	21	-5
Cc1nc2cc(NC(=O)NCc3ccco3)ccc2n1C	2	5	-3	-6	-7	18	0.9	-1	7
O=C(c1ccc(Cl)cc1)C1CCN(C(=O)C2CC2)CC1	4	-5	-8	4	23	8	1.2	19	x

(list continues)
SMILES	E coli WT exp	sEH inhibitor	S1P2 ag	sEH activator	PostGolgi yeast	S1P2 antag	PLAP act	PostGolgi ctrl	CD11b adhes inh
COCC(C)n1c(SCc2nc(N)nc(Nc3ccccc3C)n2)nc2ccccc2c1=O (stereo not drawn)	-14	-5	6	3	1	-50	1.7	13	15
N#Cc1nc(Cc2ccccc2)oc1NCCc1ccccc1	-10	2	0	1	19	-21	0.8	21	8
COC(=O)c1cc(OC)c(OC)cc1NC(=S)N1CCN(Cc2ccccc2)CC1	-3	-19	-5	17	3	18	1.6	1	-45
O=S(=O)(c1ccc(Br)cc1)N1CCCC1c1nc2ccccc2s1 (stereo not drawn)	-15	2	-4	0	-7	6	x	40*	x
O=S(=O)(c1ccc2c(c1)OCO2)N1CCN(c2nnnn2-c2ccccc2)CC1	-8	x	x	x	7	x	1.1	5	81
Cc1cccc(C)c1-n1c(C)cc(/C=N/NC(N)=S)c1C	1	3	5	-1	3	4	1.4	28	9
c1ccc(-c2noc(-c3cccs3)n2)nc1	x	8	-5	-6	x	-1	x	x	x
CC(=O)Nc1cc2c(nc1C)nc(C)n2Cc1ccc(Br)cc1	2	9	-5	-5	4	-8	1	3	4
COc1cc(CN2CCN(c3cccc(Cl)c3)CC2)cc(OC)c1OC	x	-5	-7	3	x	10	x	x	x
O=C(CCSCCc1ccccn1)Nc1nccs1	10	x	-8	x	24	18	0.9	16	-6
O=C(Nc1ccc(N2CCCC2)cc1)c1ccc(Br)o1	-15	14	-8	-14	7	10	1.2	-4	9
Cc1ncc([N+](=O)[O-])n1CC(=O)NCc1ccccc1	3	6	-6	-4	-2	12	0.9	0	x
COc1ccc(NC(=O)Nc2ccc(OC)cc2)cc1	-10	45	-5	-44	-8	13	1	6	4
O=C(CCC(=O)c1ccc(Br)cc1)Nc1cccc(C(F)(F)F)c1	3	4	-6	-1	-7	24	0.7	16	x
CCC(=O)Nc1nc(CC(=O)Nc2ccccc2OC)cs1	x	-14	-5	17	x	-1	x	x	x
Cc1cccc(C)c1N1CCN(C(=O)Nc2ccc3c(c2)OCCO3)CC1	18	40	-6	-40	5	17	0.9	1	x
O=C(NC1CCCCC1)N(Cc1cc2cc3c(cc2[nH]c1=O)OCCO3)C1CCCCC1	-9	11	-3	-12	5	23	1.7	-3	-1
Cc1cc(C)n2cc(CSc3nnnn3-c3ccccc3C)nc2n1	4	-9	-1	10	4	16	1.4	5	3
COC(=O)c1ccc(N2C(=O)CC(NCc3ccccc3)C2=O)cc1 (stereo not drawn)	-1	-8	-4	9	20	-2	1.3	2	-10
O=C(Cn1nnc(-c2ccc(S(=O)(=O)N3CCCC3)cc2)n1)NCC1CCCO1 (stereo not drawn)	3	9	-1	-8	34*	-37	1	-2	-9
CCCS(=O)(=O)c1cn2cccc(N)c2c1S(=O)(=O)CCC	-1	x	x	x	-1	x	1	31*	-2
O=[N+]([O-])c1cccc(/C=N/Nc2cc(Cl)nc(-c3ccccc3)n2)c1	-11	-1	-6	3	-1	0	0.9	-6	x
CCNC(=O)COC(=O)c1cc(-c2ccc(OC)cc2)nc2ccccc12	3	x	-8	x	2	5	1	21	x
CS(=O)(=O)c1cnc(-c2ccccc2)nc1Oc1ccc(Cl)cc1	-10	-1	-3	-1	2	-20	1.3	1	-1
c1csc(C2=Nn3c(nnc3-c3ccncc3)SC2)c1	1	5	-10	-4	4	49*	1.2	3	x
CCN(CC)c1nc2n(c(=O)n1)CCN2CC	2	-26	-13	26	-5	-5	1.3	-7	-19
Cc1ccc2ccc(C(Nc3ccccn3)c3ccccc3)c(O)c2n1 (stereo not drawn)	9	7	-3	-7	-9	-16	1.8	8	-3
Cc1ccc(C)c(Cn2c(=O)n(CCC(=O)NCc3ccco3)c(=O)c3sccc32)c1	-2	6	-4	-4	6	-19	1.1	8	-5
COc1cc(NC(=O)CN2CCN(Cc3ccc4c(c3)OCO4)CC2)cc(OC)c1	-3	-3	1	5	-4	-1	1.5	16	-2
Cc1n[nH]c(=O)nc1NCc1ccc(Cl)cc1	4	-14	-2	16	0	8	0.9	10	4
CCn1c(SCC(=O)NC(C)C)nnc1-c1cccs1	3	-3	-5	2	-10	-12	1	4	-18
CCCc1nnc(NC(=O)c2cc(OC)cc(OC)c2)s1	-7	x	x	x	3	x	1	17	0
O=S(=O)(c1ccc(F)c2ccccc12)N1CCCCC1	9	1	-1	-1	3	-12	1.1	0	x
CCC1(C)Cc2c(sc3nnn(CC(=O)Nc4ccccc4)c(=O)c23)CO1 (stereo not drawn)	-2	9	0	-6	-1	-8	0.9	4	-10
COc1ccc(NC(=O)CSc2nnc(C3CC3)n2N)cc1	-1	x	-5	x	0	5	1	5	4
Cc1nc2nc(NCc3cccs3)nn2c(C)c1Cl	3	-11	-4	8	2	-13	0.8	11	-6
CC(C)CCN1C(=O)CCC1(C)C(=O)NC1CCCCCC1 (stereo not drawn)	-13	-7	-1	6	-3	8	1	0	-9
Cc1ccc(-n2c(O)c(C=NC3CCS(=O)(=O)C3)c3ccccc3c2=O)cc1C (stereo not drawn)	4	4	2	-2	-10	-13	1.5	7	-6
COc1cccc2c1OCC1COc3c(c(=O)n(C)c(=O)n3C)C21 (stereo not drawn)	-5	-14	-4	11	0	-4	1	11	-6
CCSc1nnc(NC(=O)CSc2nc3c(c(=O)n2C)SC(C)C3)s1 (stereo not drawn)	-3	-13	-2	18	1	-9	0.9	2	-1
